# TRPM1 prom inh: inhibitors of MITF-driven TRPM1 promoter in melanoma cells. SK-MEL-5 TRPM1 promoter luciferase, 24 h. inhibition, % at 12.5 µM. 330,000 compounds, 0.83% hits. AID 488899;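 active = mean inhibition across replicates of 60% or more, whatever share of single replicates reaches that level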; also: values of inactives mirror those of a sister screen read the other way
# Vif inh: blocks HIV Vif function; inhibition, % at 7.49 µM; 340,000 compounds, 0.35% hits; AID 602346; HEK293T cells, Vif self-association by quenched fluorescence, imaging, 24 h; in the data active = inhibition above about 50%, passing the limit was not always enough; also: some results filed as inactive read as strong as hits
# NR2E3 ag-1: agonists of human nuclear receptor NR2E3; Q9Y5X4; GST-NR2E3/biotin-RetCOR TR-FRET, 1536-well; inhibition of corepressor binding, % at 4.78 µM; 320,000 compounds, 0.12% hits; AID 2300;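 active = percent inhibition above the cutoff of mean plus 3 SD of all tested compounds, set per screening campaign, cut at about 20% in these data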;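 also: 0% = DMSO wells and 100% = biotin wells as full block of FRET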
# Target sequence (Q9Y5X4 whole entry, looked up): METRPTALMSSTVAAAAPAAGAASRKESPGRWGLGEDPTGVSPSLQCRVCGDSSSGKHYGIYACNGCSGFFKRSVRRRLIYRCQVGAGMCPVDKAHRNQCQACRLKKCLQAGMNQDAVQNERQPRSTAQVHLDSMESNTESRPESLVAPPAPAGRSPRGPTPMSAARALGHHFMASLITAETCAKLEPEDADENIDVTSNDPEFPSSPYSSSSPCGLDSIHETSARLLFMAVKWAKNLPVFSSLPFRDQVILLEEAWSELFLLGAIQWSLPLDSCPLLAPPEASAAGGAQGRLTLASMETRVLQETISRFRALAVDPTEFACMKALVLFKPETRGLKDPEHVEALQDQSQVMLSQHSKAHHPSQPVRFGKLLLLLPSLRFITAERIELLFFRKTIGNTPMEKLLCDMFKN
#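 Format: 1536-well format; test system: GST-NR2E3 and biotin-RetCOR proteins; read-out basis: percent inhibition of TR-FRET ratio; timing: 5 h incubation at 4 °C; detection: time-resolved FRET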
# aDG glyco up: alpha-DG glycosylation activation | Pro5-aDG cells, alpha-DG glycosylation AlphaScreen (IIH6); 0% Pro5, 100% B10-LARGE cell signal | activation, % at 10 µM | 360,000 compounds, 0.22% hits | AID 624168;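 active = activation of at least 8% versus controls, or a plate z-score of at least 8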;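 also: Pro5 are CHO cells carrying HIG-tagged alpha-DG that lacks glycosylation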
# CaV13 FRET inh: Disruptors of the CACNA1D IQ motif to Ca2+-dependent inactivation inhibitor domain association, primary screening, Förster resonance energy transfer in intact living …; inhibition, % at 12.3 µM; 340,000 compounds, 0.098% hits; HEK cells, CFP/YFP FRET ICDI-IQ, plate reader, 10 min; percent FRET-ratio fall versus neutral wells; AID 743397;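 active = mean replicate inhibition of at least 30% and at least 1% of replicates passing that level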;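 also: 0% = median of the neutral control wells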
# Peg3 promoter: Peg3 promoter activity inhibition; HeLa PEG-Prom luciferase reporter, luminescence, overnight; inhibition, % at 20 µM; 360,000 compounds, 1.7% hits;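 active = inhibition of at least 50% at 20 µM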
# hiPSC survival: enhancers of human iPSC single-cell survival. hiPSC single-cell survival, ATPlite luminescence; 100% = ROCK inhibitor wells, 0% = DMSO. survival enhancement, % at 20 µM. 360,000 compounds, 0.044% hits; in the data active = survival enhancement above about 18%;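 also: cells exposed to compounds for 16 hours before the ATP read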
# PDI turbidity: PDI (human) enzyme inhibition; P07237; PDI insulin aggregation turbidity, A650, 90 min; inhibition, % at 10 µM; 350,000 compounds, 0.052% hits; AID 588391;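 active = mean inhibition across replicates of 30% or more, whatever share of single replicates reach that level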;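 also: absorbance from insulin aggregation driven by PDI reduction with DTT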
# Target sequence (P07237 whole entry, looked up): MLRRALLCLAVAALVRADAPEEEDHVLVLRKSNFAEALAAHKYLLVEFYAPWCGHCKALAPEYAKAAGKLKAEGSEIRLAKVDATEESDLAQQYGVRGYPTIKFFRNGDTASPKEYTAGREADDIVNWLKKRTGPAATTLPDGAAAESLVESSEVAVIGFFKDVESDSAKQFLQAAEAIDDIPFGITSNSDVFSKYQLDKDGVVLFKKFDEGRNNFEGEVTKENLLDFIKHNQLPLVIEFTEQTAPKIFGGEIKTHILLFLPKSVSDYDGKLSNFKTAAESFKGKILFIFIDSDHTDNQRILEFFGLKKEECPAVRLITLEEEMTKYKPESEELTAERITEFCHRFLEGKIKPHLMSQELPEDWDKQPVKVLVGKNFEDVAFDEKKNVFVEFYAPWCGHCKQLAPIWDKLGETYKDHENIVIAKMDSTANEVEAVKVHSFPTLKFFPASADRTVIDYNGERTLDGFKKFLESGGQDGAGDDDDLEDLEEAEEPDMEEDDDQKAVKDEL
# NR2E3 ag-2: human photoreceptor-specific nuclear receptor agonism | AID 602229 | CHO-S Gal4-NCOR/VP16-NR2E3 two-hybrid, luciferase | 360,000 compounds, 0.35% hits | inhibition of corepressor binding, % at 3.98 µM | Q9Y5X4;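 active = inhibition above the mean of all tested compounds plus 3 SD, cut at about 70% in these data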;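 also: 0% = DMSO with NR2E3 transfected cells and 100% = cells lacking NR2E3 construct; higher means lower luciferase signal from less NR2E3 corepressor binding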
# HIF-2a block: blocks HIF-2a reporter activity; 786-0 RCC cells HIF-2a reporter, luciferase luminescence, overnight; inhibition, % at 18.8 µM; 360,000 compounds, 0.72% hits;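 active = inhibition of the luminescence signal of 40% or more relative to plate controls, in a single-dose primary screen at 18.75 µM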
# Exocytosis inh: blocks lytic granule exocytosis. inhibition, % at 10 µM. 360,000 compounds, 0.66% hits. AID 651702. TALL-104 LAMP-1 surface exposure, flow cytometry; cells stimulated with thapsigargin and PMA;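 active = inhibition above about 55%, limit read from the data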
# Active calls of the source: *; . = no result given.
SMILES,TRPM1 prom inh,Vif inh,NR2E3 ag-1,aDG glyco up,CaV13 FRET inh,Peg3 promoter,hiPSC survival,PDI turbidity,NR2E3 ag-2,HIF-2a block,Exocytosis inh
CCCn1c(SCC(=O)Nc2cccc(C(=O)OC)c2)nnc1-c1cccnc1,-5,-10,4,-0.1,.,11,2.7,-21,-4,21,0
Cc1c(C(=O)NCCC2=CCCCC2)sc2ncnc(N3CCCCC3C)c12 (stereo unspecified),3,0,1,-0.3,-7,36,-0.3,-9,-2,16,0
O=C(NCCOC(=O)Nc1cccc2ccccc12)OCc1ccccc1,-2,-2,.,0.1,-5,11,2.7,9,0,-2,-3
CCOC(=O)c1c(-c2cccs2)csc1NC(=O)COC(=O)c1c(C)noc1C,3,-7,3,0.1,-4,8,-2.3,-5,-10,30,-2
Cc1cc(C(=O)NCc2ccco2)c2cc(F)ccc2n1,13,-7,-1,0.2,1,-13,3.2,-2,-20,17,-5
COc1ccc([C@H]2CC(=O)C=C(c3ccc(F)nc3)C2)cc1OC,6,3,3,0.9,-12,-2,0.2,3,12,-2,-2
CC(C)NC(=O)CS(=O)(=O)c1ccccc1,-4,2,0,0.0,-12,-6,4.8,-5,6,1,1
COc1ccc(-c2sc(Nc3ccccc3)n[n+]2C)c(C)c1C,4,.,4,-0.1,-8,2,0.6,2,-12,6,7
Cc1cc(Nc2ccc(C(=O)O)cc2)n2nc(C)nc2n1,.,-7,1,0.0,-1,3,0.6,.,2,4,-4
Cc1cc(S(=O)(=O)N2CCN(CC(=O)NCCc3cccs3)CC2)ccc1Br,4,5,2,0.1,-5,17,6.3,-5,21,-2,22
CCN(CC)CCNC(=O)C(=O)Nc1ccc(C(=O)OC)cc1,-8,-1,-6,0.0,-4,-11,0.2,-1,2,11,0
C#CCOCCOCCOCCNc1nc(N2CCN(C(=O)[C@H](CCC(=O)O)n3cc(C(N)CC(C)C)nn3)CC2)nc(N2CCN(C(=O)[C@H](CCC(=O)O)n3cc(C(N)CC(C)C)nn3)CC2)n1 (stereo partly specified),0,.,4,-0.1,.,-2,-1.2,-2,4,3,4
COc1ccc(NC(=O)c2ccc3nc(C)c(N(C)C(=O)CCc4ccccc4)n3c2)cc1OC,.,4,.,0.0,-6,7,0.0,9,14,2,-6
Fc1c(CSC(=S)N2CCOCC2)cccc1CSC(=S)N1CCOCC1,3,4,-4,0.1,-14,9,1.4,2,-2,-9,-6
O=C(CSc1nnc(NC(=O)c2c(F)cccc2F)s1)NC1CCCCC1,-16,-7,3,0.0,-1,-12,0.6,-5,-1,-15,7
CCOc1cc(C(=O)N(C)CC(=O)Nc2cccc(F)c2)ccc1OCC(=O)N1CCOCC1,7,2,-2,0.0,-5,7,0.3,-3,-3,18,4
CN(C)CCN(C(=O)CCS(=O)(=O)c1ccccc1)c1nc2c(F)cccc2s1,-12,1,-4,-0.3,-2,-21,-0.4,-5,32,5,3
CC1CCC2C(C1)c1sc(=O)[nH]c1SC2(C)C (stereo unspecified),7,-30,-3,0.0,-4,19,-1.4,-6,-9,20,2
COC(=O)C(C)NC(=O)CNS(=O)(=O)c1ccc(F)cc1 (stereo unspecified),1,-2,-2,-0.1,-2,-4,-1.5,2,10,18,29
O=C(C1CC(=O)N(C2CCCCC2)C1)N1CCc2ccccc21 (stereo unspecified),-13,2,-1,0.0,1,7,1.2,-3,-7,8,-5
Cc1cc(=O)oc(C)c1C(=O)N1CCN(C(c2ccccc2)c2ccccc2)CC1,8,-17,3,0.2,-6,4,3.1,2,-5,8,0
COc1ccc(/C=N/n2c(SC)nnc(C(C)(C)C)c2=O)c(OC)c1,10,-1,1,-0.4,-2,3,-2.8,-6,24,16,-1
CCOC(=O)c1sc(=S)n(C)c1N,-3,-8,3,-0.2,-7,-6,1.1,-2,-29,12,-1
COc1ccc(C(=O)O)cc1Nc1cc(C)nc2ncnn12,2,.,2,0.0,-6,12,-1.1,6,-24,15,-1
CCCNC(=O)NC(=O)COc1ccc2oc3ccccc3c2c1,12,-12,2,0.2,-4,-18,4.9,-2,2,-16,1
COc1ccccc1N1CCN(Cc2nc(N)nc(Nc3ccc(C)cc3)n2)CC1,4,-1,6,0.3,-3,9,-0.6,2,4,-21,4
CN(CCCC(=O)O)S(=O)(=O)c1ccc2c(c1)C(=O)c1cc(S(=O)(=O)N(C)CCCC(=O)O)ccc1-2,11,-1,4,0.0,-1,10,-0.5,7,-49,13,1
Cc1nn2cc(-c3cccc(Cl)c3)cnc2c1Br,-22,3,1,0.0,1,-172,-0.3,-4,-28,-266,-1
COc1nsnc1N1CCOCC1,-2,7,2,0.1,-1,5,0.4,-4,-13,11,-3
COc1cccc(C(=O)N2CCC(n3nccc3NC(=O)C3CCOC3)CC2)c1 (stereo unspecified),-1,7,-3,-0.1,-5,2,0.1,-1,-11,11,3
O=C(CCC(=O)c1cccs1)Nc1ncccc1O,-3,10,-4,0.0,-6,-17,-0.4,3,-14,2,-4
C/C(=C\C(=O)c1sccc1Cl)N(C)C,7,-2,6,1.0,-3,-8,-0.6,3,-4,-12,-2
NC(=O)c1cc([N+](=O)[O-])ccc1NCCN1C(=O)c2ccc(C(=O)O)cc2C1=O,7,10,3,0.6,-5,-8,-0.5,-8,17,14,0
COc1ccc(C(=O)CC(=O)C(=O)Nc2ccc([N+](=O)[O-])cc2C)cc1,5,10,0,0.0,-19,12,-0.4,3,4,19,28
Clc1ccc(-c2c(C3=NCCCN3)nnn2-c2ccc(Cl)cc2)cc1,-28,-11,.,0.0,-3,-35,0.4,6,-35,3,56*
CC(=O)N1c2ccc(S(=O)(=O)N(C)CC(=O)Nc3ccccc3C)cc2CC1C (stereo unspecified),-6,1,1,0.0,-2,-15,-0.1,12,-2,3,-1
c1ccc(SCc2cn3cccnc3n2)nc1,-10,-1,1,-0.3,6,-12,0.0,4,-29,-31,0
O=[N+]([O-])c1ccc(S(=O)(=O)Nc2ncccn2)cc1,-10,0,5,0.0,-2,8,0.6,-11,-9,14,52
Cc1ccc(C(=O)Sc2cccccc2=O)cc1,83*,-3,-3,-0.2,-4,103*,1.8,0,101*,29,42
Cc1cc(C)cc(-n2nnc(C(=O)NCc3ccco3)c2N)c1,-2,6,1,-0.1,-4,-1,1.5,4,-20,-35,-4
CSc1nc(N)n(-c2cc(C(F)(F)F)ccn2)n1,-10,10,4,0.1,-19,7,-0.2,-2,-15,-2,-4
COC(=O)Cn1cnc2c(nnn2-c2ccc(OC)cc2)c1=O,0,-1,-3,-0.1,-19,7,-0.2,13,-10,4,0
O=S(=O)(c1ccc(F)cc1)c1snnc1-c1ccccc1,66*,6,1,0.4,-5,75*,-1.0,3,-3,41*,1
Cc1nn(C)cc1S(=O)(=O)N1CCCCC1C (stereo unspecified),1,-7,-3,-0.6,-7,19,-0.4,6,15,9,-7
CCOC(=O)C1=CCC(c2ccccc2)N(S(=O)(=O)c2ccccc2)C1 (stereo unspecified),.,23,.,-0.2,-7,5,0.4,.,-5,2,1
O=S(=O)(Nc1cccnc1)c1cc(Cl)ccc1Cl,3,7,0,-0.3,.,8,-0.4,-5,-8,10,-1
CCOc1ccc(CC(=O)NCCc2cnc[nH]2)cc1,5,-5,-4,-0.1,-4,1,-0.7,-30,-1,12,34
N#Cc1cc2c(=O)n3ccccc3nc2n(Cc2cccnc2)c1=O,-4,.,-1,-0.1,-1,27,0.2,-8,27,21,0
CSc1cccc(NC(=O)C2C3C=CC4(O3)C2C(=O)N(CCN2CCOCC2)C4C(=O)NC2CCCCC2)c1 (stereo unspecified),0,10,4,0.0,-3,-5,0.7,-1,4,3,2
O=C(NC(=S)N1CCCC1)c1ccccc1F,-6,1,1,-0.3,-2,0,0.1,1,0,-1,-2
Cc1ccc(-n2c(SCC(=O)N/N=C/c3ccccc3C(=O)O)nnc2-c2ccc(Cl)cc2)cc1,5,-6,-1,0.2,-2,19,1.2,-1,-33,24,-3
CCOc1ccc2nc(SCC(=O)Nc3cccc(S(=O)(=O)NC4=NCCCCC4)c3)[nH]c2c1,-3,-2,1,-0.2,-2,-5,-0.1,3,-1,1,-10
Cc1cc(=O)oc(C)c1C(=O)NCCN(C)Cc1ccccc1,-4,-5,-1,0.1,-2,8,-0.8,-6,10,2,1

# For convenience, part of the list above:
SMILES,TRPM1 prom inh,Vif inh,NR2E3 ag-1,aDG glyco up,CaV13 FRET inh,Peg3 promoter,hiPSC survival,PDI turbidity,NR2E3 ag-2,HIF-2a block,Exocytosis inh
CSc1nc(N)n(-c2cc(C(F)(F)F)ccn2)n1,-10,10,4,0.1,-19,7,-0.2,-2,-15,-2,-4
COC(=O)Cn1cnc2c(nnn2-c2ccc(OC)cc2)c1=O,0,-1,-3,-0.1,-19,7,-0.2,13,-10,4,0
O=S(=O)(c1ccc(F)cc1)c1snnc1-c1ccccc1,66*,6,1,0.4,-5,75*,-1.0,3,-3,41*,1
Cc1nn(C)cc1S(=O)(=O)N1CCCCC1C (stereo unspecified),1,-7,-3,-0.6,-7,19,-0.4,6,15,9,-7
CCOC(=O)C1=CCC(c2ccccc2)N(S(=O)(=O)c2ccccc2)C1 (stereo unspecified),.,23,.,-0.2,-7,5,0.4,.,-5,2,1
O=S(=O)(Nc1cccnc1)c1cc(Cl)ccc1Cl,3,7,0,-0.3,.,8,-0.4,-5,-8,10,-1
CCOc1ccc(CC(=O)NCCc2cnc[nH]2)cc1,5,-5,-4,-0.1,-4,1,-0.7,-30,-1,12,34
N#Cc1cc2c(=O)n3ccccc3nc2n(Cc2cccnc2)c1=O,-4,.,-1,-0.1,-1,27,0.2,-8,27,21,0
CSc1cccc(NC(=O)C2C3C=CC4(O3)C2C(=O)N(CCN2CCOCC2)C4C(=O)NC2CCCCC2)c1 (stereo unspecified),0,10,4,0.0,-3,-5,0.7,-1,4,3,2
O=C(NC(=S)N1CCCC1)c1ccccc1F,-6,1,1,-0.3,-2,0,0.1,1,0,-1,-2
Cc1ccc(-n2c(SCC(=O)N/N=C/c3ccccc3C(=O)O)nnc2-c2ccc(Cl)cc2)cc1,5,-6,-1,0.2,-2,19,1.2,-1,-33,24,-3
CCOc1ccc2nc(SCC(=O)Nc3cccc(S(=O)(=O)NC4=NCCCCC4)c3)[nH]c2c1,-3,-2,1,-0.2,-2,-5,-0.1,3,-1,1,-10

# Source: PubChem

# No enrichment for hits; any-hit rate near 3.5%.
